Screens deposited in PubChem by Sanford-Burnham Center for Chemical Genomics.
Apaf-1 inh = blocks human Apaf-1 apoptosome activity; inhibition, % at 20 µM; reconstituted apoptosome caspase-3 activity, DEVD-Rh110 fluorescence; AID 489030; O14727; 330,000 tested, 0.71% active; active means inhibition of at least 40% at 20 µM;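 further: plate controls were DMSO wells for no effect and DEVD-CHO caspase inhibitor wells for full effect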
Target sequence (O14727 whole entry, looked up): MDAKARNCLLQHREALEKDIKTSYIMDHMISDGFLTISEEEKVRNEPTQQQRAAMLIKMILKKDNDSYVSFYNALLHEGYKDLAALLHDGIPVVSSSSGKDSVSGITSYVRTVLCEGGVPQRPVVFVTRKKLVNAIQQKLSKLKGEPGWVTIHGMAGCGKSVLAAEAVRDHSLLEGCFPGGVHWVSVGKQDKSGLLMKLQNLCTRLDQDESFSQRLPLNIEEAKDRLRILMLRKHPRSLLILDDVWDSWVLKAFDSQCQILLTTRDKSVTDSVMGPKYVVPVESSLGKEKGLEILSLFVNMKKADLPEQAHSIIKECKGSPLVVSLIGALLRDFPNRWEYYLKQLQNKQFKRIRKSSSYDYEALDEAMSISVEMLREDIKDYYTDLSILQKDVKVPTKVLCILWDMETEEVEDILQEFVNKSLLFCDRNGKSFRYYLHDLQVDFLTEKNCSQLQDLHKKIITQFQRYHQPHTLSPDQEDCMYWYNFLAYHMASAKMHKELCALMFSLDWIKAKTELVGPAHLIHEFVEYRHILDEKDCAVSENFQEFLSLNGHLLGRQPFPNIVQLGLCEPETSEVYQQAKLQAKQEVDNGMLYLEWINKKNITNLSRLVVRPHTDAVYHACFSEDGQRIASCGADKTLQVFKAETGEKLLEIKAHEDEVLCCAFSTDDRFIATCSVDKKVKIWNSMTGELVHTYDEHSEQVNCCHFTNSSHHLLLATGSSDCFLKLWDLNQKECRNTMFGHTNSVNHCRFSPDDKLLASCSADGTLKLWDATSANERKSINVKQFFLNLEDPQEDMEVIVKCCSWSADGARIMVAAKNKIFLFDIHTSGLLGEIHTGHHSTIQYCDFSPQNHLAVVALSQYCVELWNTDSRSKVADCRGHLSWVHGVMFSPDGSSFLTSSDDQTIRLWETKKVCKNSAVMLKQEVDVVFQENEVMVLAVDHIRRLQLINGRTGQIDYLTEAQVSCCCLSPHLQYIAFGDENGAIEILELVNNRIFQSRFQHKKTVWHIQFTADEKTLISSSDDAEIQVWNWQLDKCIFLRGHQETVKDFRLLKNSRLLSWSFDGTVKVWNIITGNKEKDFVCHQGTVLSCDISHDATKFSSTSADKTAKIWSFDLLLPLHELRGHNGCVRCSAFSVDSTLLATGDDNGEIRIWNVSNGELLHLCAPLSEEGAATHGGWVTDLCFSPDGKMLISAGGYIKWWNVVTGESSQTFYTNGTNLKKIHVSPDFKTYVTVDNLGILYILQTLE
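System – cell-free apoptosome with Apaf-1, procaspase-3 and caspase-9 · Buffer or medium – pH 7.5 Hepes buffer with CHAPS, BSA, DTT · Also added – cytochrome c with DEVD-Rh110 · Times – 30 min compound preincubation, 50 min activation, room temperature · Technique – Rh110 fluorescence intensity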
697 NFkB inh = inhibitors of the PMA/ionomycin-induced NF-kB reporter in 697 B cells; 697 B-cell NF-kB luciferase reporter, 16 h; inhibition, % at 4 µM; 330,000 tested, 0.33% active; AID 435022; in the data active means inhibition above about 35%
CCR6 antag = blocks CCL20-driven beta-arrestin recruitment at human CCR6; inhibition, % at 20 µM; CHO-K1 CCR6 PathHunter beta-arrestin, luminescence, CCL20-stimulated; 340,000 tested, 0.49% active; AID 493098;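 active means compounds whose inhibition of the agonist-driven luminescence signal at 20 µM reaches about 50%, limit read from the data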;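 further: cells stimulated with CCL20 at 14 nM final; plate controls were DMSO with CCL20 for no effect and DMSO without agonist for full effect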
SENP8 block = SENP8 protease inhibition. 330,000 tested, 1.2% active. Q96LD8. purified SENP8, Z-RLRGG-aminoluciferin cleavage, luminescence. inhibition, % at 10 µM. AID 2540
UBC13 polyUb = blocks human UBC13 polyubiquitin chain formation. P61088. TR-FRET. inhibition, % at 20 µM. 330,000 tested, 0.47% active; in the data active means inhibition above about 45%, passing the limit was not always enough
Jurkat NFkB inh = inhibitors of the PMA/ionomycin-induced NF-kB reporter in Jurkat cells; inhibition, % at 4 µM; 330,000 tested, 0.53% active; PMA/ionomycin-induced NF-kB luciferase reporter, luminescence; AID 435003
EBI2 block = EBI2 (human) antagonism; P32249; EBI2 beta-arrestin recruitment, luminescence, 7a,25-OHC stimulated; inhibition, % at 5 µM; 360,000 tested, 0.81% active; AID 651636; in the data active means inhibition above about 38%;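 further: enzyme fragment complementation signal reports receptor beta-arrestin coupling in cells; 0% = agonist plus DMSO wells and 100% = wells without agonist; some results beyond the cut were filed as inactive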
Gli-Sufu antag = Gli-Sufu pathway antagonism | 340,000 tested, 0.74% active | AID 588413 | inhibition, % at 5 µM | Sufu-KO-LIGHT fibroblasts, Gli luciferase reporter luminescence;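 active means inhibition above about 55%, limit read from the data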;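 further: 0% = DMSO-treated cells and 100% = wells with medium but no cells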
The depositor's hits bear a star; . = not tested or not shown. Unless noted, no stated cut-off is given here; in the data, active means inhibition above about 50%; inactive means the rest. Not all compounds are listed; the hit share may differ from the screen's.

SMILES	Apaf-1 inh	697 NFkB inh	CCR6 antag	SENP8 block	UBC13 polyUb	Jurkat NFkB inh	EBI2 block	Gli-Sufu antag
COc1ccccc1C(=O)NCc1nnc(SCC(=O)Nc2nccs2)n1C	1	7	10	-3	8	1	9	-24
COc1ccccc1NC(=O)c1cccc(S(=O)(=O)N2CCOCC2)c1	-8	-9	14	4	1	-6	1	-9
CC(C)Cc1nnc(NC(=O)CCN2C(=O)c3ccccc3C2=O)s1	3	25	-1	0	5	-4	4	3
O=C(CC(Cc1ccccc1)C(=O)O)NCCc1ccc2c(c1)OCO2 (stereo unspecified)	6	-5	-3	-6	-14	9	0	-5
Cc1cccc(NC(=O)c2cc(=O)n(Cc3ccccc3)c(=O)[nH]2)c1	-15	-7	5	-11	-12	-17	0	38
Oc1cccc2ccc(N3CCOCC3)nc12	1	0	6	-2	8	-5	9	-5
O=C(CCS(=O)(=O)c1cccc2nsnc12)N1CCN(C(=O)c2ccco2)CC1	6	5	13	4	-4	17	0	6
Cc1noc(C)c1Cc1c(Cl)cccc1Cl	10	0	-5	-7	5	3	-8	1
CCn1cc(CNCc2cn(-c3ccccc3C)nc2-c2ccc(OC)c(F)c2)cn1	-4	-8	5	5	-1	0	12	-3
COCCn1c(SCC(=O)c2ccc3c(c2)OCCO3)nnc1-c1ccco1	1	12	20	-6	-4	-6	2	0
Cc1cc(C(C)(C)C)cc(C)c1S(=O)(=O)N1CCN(C(=O)c2cc([N+](=O)[O-])c[nH]c2=O)CC1	11	6	15	6	-11	1	3	-7
Cc1ccccc1-n1ncc2c1CC(C)(C)CC2NC(=O)CCn1cncn1 (stereo unspecified)	2	8	16	-3	-3	3	-8	-13
COc1cccc(OCCOc2cccc(/C=N/n3cnnc3)c2)c1	-1	-52	-10	1	10	-22	30	-84
COc1ccc(-c2ccc(C(=O)O)c(=O)[nH]2)cc1	-1	9	5	-7	4	0	4	-10
CCOC(=O)c1cnc(-n2nc(C)cc2C)nc1NNc1nc(C)cc(C)n1	2	14	-7	-11	2	-2	-2	1
Cn1c(Cn2c(C(F)(F)F)nc3ccccc32)nc2ccccc21	3	14	31	-3	6	5	9	0
COCCNC(=S)N1CCN(c2cccc(C(F)(F)F)c2)CC1	7	-2	8	-10	-4	-1	-2	12
S=c1nc(-c2ccccc2Cl)n(Cc2cccnc2)c2c1CCCC2	5	3	-1	2	30	34	-5	42
CC(C)(CNS(=O)(=O)c1ccc(F)cc1)CNS(=O)(=O)c1ccc(F)cc1	4	-3	-7	-9	-2	-10	-11	4
CCN(Cc1ccncc1)Cc1ccc(Br)cc1	9	10	6	13	1	-7	-5	10
Cc1cccc(/C=N/n2c(C)cc(C)c(C#N)c2=O)c1	5	-5	12	2	-4	7	-3	-1
CCN(CC)C(=O)CSc1nc2ccccc2c(=O)[nH]1	-3	20	-33	-1	8	13	6	0
CCCn1c(CCC(=O)O)nc2cc(S(=O)(=O)N3CCCC3)ccc21	-5	20	4	-1	1	8	-7	0
Cc1sc2ncn(-n3c(C)ccc3C)c(=O)c2c1C	-9	16	-19	4	3	10	1	-1
CCOC(=O)c1ccc(NC(=O)CSc2nnc(C)n2-c2ccccc2)cc1	18	27	1	-1	45	-4	-2	0
CC(=O)c1ccc(O)c(CO)c1	-11	15	-5	4	-6	5	-9	3
CC(C)[C@H](NC(=O)c1ccccc1F)C(=O)NCc1ccc(S(N)(=O)=O)cc1	-11	-5	15	-6	6	-13	-3	-6
COc1ccc(CC(=O)NCC(=O)NCc2cc(=O)n(C)c(=O)n2C)cc1	-4	0	15	8	2	5	-3	-9
CCNC(=O)c1sc(-c2ccccc2)nc1C	-1	-30	-5	-4	1	-15	-8	-14
CC(C)C[C@H](NC(=O)OC(C)(C)C)C(=O)N1CCC(C(=O)O)CC1	-3	-7	-1	9	3	6	7	-17
CSCCC(N=CC1=C(O)CC(C)(C)CC1=O)C(=O)O (stereo unspecified)	3	0	19	-11	-3	-1	-8	.
COc1cc2c(cc1OC)C(C)N(C(=O)Cn1ncc3c1-c1cc(C)ccc1OC3)CC2 (stereo unspecified)	5	7	10	-1	-1	10	6	3
COc1ccc(OCC(=O)Nc2ccc(S(=O)(=O)N3CCOCC3)cc2)cc1	10	-22	2	-11	-2	-7	-7	-2
COc1ccc(NC(=O)CCCn2nc(C)c3c(C)n(-c4ccccc4)nc3c2=O)cc1	0	-14	8	3	-4	14	4	1
COc1cc2cc(C(=O)N3CCc4ccccc4C3)[nH]c2cc1OC	8	15	-8	-7	3	-9	-5	-8
Cc1nn(C)c(Cl)c1CN1CCC(n2nccc2NC(=O)C2CCCC2)CC1	-1	10	16	2	6	-12	12	62*
CCOc1ccc(NC(=O)CN2C(=O)CSc3ccc(S(=O)(=O)N4CCCC4)cc32)cc1	14	19	-4	10	5	16	4	5
C[C@H](CO)N1C[C@H](C)[C@@H](CN(C)S(=O)(=O)c2ccccc2)Oc2ccc(NS(=O)(=O)c3ccccc3)cc2C1=O	6	14	-3	-7	3	-3	1	-10
FC(F)(F)c1ccc(N2CCN(c3ncnc4c3nnn4Cc3ccccc3)CC2)nc1	-17	-27	12	9	27	12	14	11
O=C(COc1ccc2ccccc2c1)Nc1nc2ccccc2[nH]1	13	6	8	3	-5	-4	9	-7
Cc1ccccc1Nc1nnc(SCC(=O)NC(=O)Nc2ccc3c(c2)OCCO3)s1	-11	-34	.	1	-13	-9	.	.
COc1cc(CCC(=O)OCC(=O)Nc2sccc2C(N)=O)cc(OC)c1OC	-5	-15	1	7	2	13	-3	-2
COc1ccc(CNC(=O)c2cc3c(=O)[nH]c4ccccc4c3n2C)cc1	6	23	10	-2	11	10	12	4
C/C(=N/NC(=O)c1ccc(Cl)s1)c1cccnc1	8	-10	-4	4	3	-40	-3	-24
CSc1nnc2c3cc(F)ccc3n(C)c2n1	10	8	-2	-2	2	5	-8	1

Already shown: six of the compounds above.
SMILES	Apaf-1 inh	697 NFkB inh	CCR6 antag	SENP8 block	UBC13 polyUb	Jurkat NFkB inh	EBI2 block	Gli-Sufu antag
O=C(COc1ccc2ccccc2c1)Nc1nc2ccccc2[nH]1	13	6	8	3	-5	-4	9	-7
Cc1ccccc1Nc1nnc(SCC(=O)NC(=O)Nc2ccc3c(c2)OCCO3)s1	-11	-34	.	1	-13	-9	.	.
COc1cc(CCC(=O)OCC(=O)Nc2sccc2C(N)=O)cc(OC)c1OC	-5	-15	1	7	2	13	-3	-2
COc1ccc(CNC(=O)c2cc3c(=O)[nH]c4ccccc4c3n2C)cc1	6	23	10	-2	11	10	12	4
C/C(=N/NC(=O)c1ccc(Cl)s1)c1cccnc1	8	-10	-4	4	3	-40	-3	-24
CSc1nnc2c3cc(F)ccc3n(C)c2n1	10	8	-2	-2	2	5	-8	1

Further structures:
SMILES	Apaf-1 inh	697 NFkB inh	CCR6 antag	SENP8 block	UBC13 polyUb	Jurkat NFkB inh	EBI2 block	Gli-Sufu antag
CCOC(=O)N1CCC(NC(=O)C2CCCN(Cc3nc(-c4ccc(CC)cc4)oc3C)C2)CC1 (stereo unspecified)	17	-66	17	-12	-1	34	-16	31
O=C(CCCCCN1C(=O)CCC1=O)Nc1ccc2c(c1)OCCO2	10	4	-7	-16	-8	-16	-7	3
CC(=O)Nc1cccc(-c2nnc(SCC(=O)N3CCCCC3)n2C)c1	-2	10	-15	-9	-11	5	4	-2
CCOC(=O)c1sc2nc(C)c3c(c2c1N)CC(C)(C)OC3	1	-1	3	-5	6	11	-1	15
Cc1cc(C(=O)N/N=C/c2cc(Cl)cc([N+](=O)[O-])c2O)n[nH]1	-5	15	20	-1	-77	2	11	19
CNC(=S)Nc1ccc(OC)c(OC)c1	-6	-3	10	5	-4	0	2	11
COc1ccc(N(CC(=O)NC2CCCC2)C(=O)CCC(=O)Nc2cc(C)on2)c(OC)c1	-3	13	4	-1	-1	1	-19	-3
CCCc1cc(=O)oc2cc(C)cc(OCC(=O)N3CCC(C(=O)O)CC3)c12	-10	11	17	-7	11	4	1	55
COc1ccc(OC)c(CNC(=O)C2CCCN(c3ncnc4c3nc3n4CCCCC3)C2)c1 (stereo unspecified)	1	-8	7	-1	14	6	5	-11
CCn1c(COc2ccc(Cl)cc2)nnc1SCc1nc2ccccc2[nH]1	9	-3	10	-19	0	30	7	18
CN1CCN(CC(=O)Nc2nc3ccccc3s2)CC1	1	4	-4	-1	5	-12	-5	-10
Cc1oc2cc3oc(=O)c(CC(=O)NCCCC(=O)O)c(C)c3cc2c1C	11	1	-2	-3	6	5	3	-8
COc1ccc(CCNS(=O)(=O)c2ccc(N3CCCC3=O)cc2)cc1	6	-15	7	-12	-4	0	2	4
OC(CNC1CCCC1)COc1c(F)cc(Br)cc1F (stereo unspecified)	2	-34	-17	-11	-13	-27	-4	7
O=C(CSc1nnc(NC(=O)c2ccc3c(c2)OCO3)s1)NCc1ccco1	15	-28	8	0	-5	-37	-2	-56
C=CCN(CC=C)Cc1ccc(C(=O)OC)o1	11	7	2	-10	0	3	-6	3
COc1ccc(N/N=C(/C(C)=O)N2CCCc3ccccc32)cc1	17	0	24	1	-10	-4	9	-2
COc1ccc(-c2noc(-c3ccccc3C(=O)NCC3CCCO3)n2)cc1 (stereo unspecified)	-9	9	3	-1	4	-11	3	11
CCCCc1cc(=O)oc2cc(C)cc(OCC(=O)N3C[C@H]4C[C@@H](C3)c3cccc(=O)n3C4)c12	-2	-13	-3	8	1	7	3	13
Cn1c(=O)c(C(=O)CN2CCc3ccccc32)c(N)n(Cc2ccccc2)c1=O	1	-27	17	4	-16	2	-4	13
COc1ccccc1NC(=S)N(Cc1ccc(C)cc1)Cc1ccccn1	-2	2	6	-1	-1	1	1	2
Cc1nc(N2N=C3/C(=C/c4ccc(F)cc4)CCCC3C2c2ccc(F)cc2)sc1C(=O)N(C)C (stereo unspecified)	30	3	17	-9	18	-4	18	24
CCC(=O)c1ccc(OCC(=O)OCC(=O)NCCCc2ccccc2)cc1	-3	12	-8	-7	3	-11	-4	0
CC1CCCC(C)N1C(=O)Cn1c(SCC(=O)Nc2ccc3c(c2)OCO3)nc2ccccc21 (stereo unspecified)	21	10	15	8	-3	0	13	11
Cc1c(Br)cc(C(=O)OC2CCN(C)CC2)c(C)c1C	-2	-3	6	6	25	1	-6	13
COc1cccc(NC(=O)CS(=O)(=O)c2cn(CC(=O)N3CCOCC3)c3ccccc23)c1	-18	-1	4	1	-1	0	3	0
CCCc1cc(=O)[nH]c(SCCOc2ccc(OCC)cc2)n1	11	-12	-2	-11	-8	-11	-2	-17
CC[C@H](C)C(C(=O)N1CCN(C(=O)OC(C)(C)C)CC1)n1cc(C(CO)NC(=O)OC(C)(C)C)nn1 (stereo partly specified)	9	8	-8	-2	3	-11	-7	2
O=C(Nc1ccccc1O)c1cc2cc(Br)ccc2oc1=O	3	-146	-5	-5	-11	-70	-4	-32
CCN1C(=O)/C(=C2\C=Cc3ccccc3N2CC)SC1=S	33	-29	84*	0	-330	-12	25	14
Cc1cc(-c2[nH]nc3c2C(c2cccc(O)c2)C(C#N)=C(N)O3)c(C)s1 (stereo unspecified)	-11	23	16	3	14	13	-5	25
CSc1ccccc1NC(=O)Nc1ccccc1Cl	3	23	1	-5	-11	-10	-7	40
CCOc1ccccc1CN1CCN(Cc2cc3ccccc3[nH]2)CC1CCO (stereo unspecified)	17	5	7	-11	7	4	6	32
COc1ccc(S(=O)(=O)N2CCCC2CNC(=O)C(=O)Nc2ccc(C)cc2)cc1 (stereo unspecified)	9	8	5	5	2	8	-3	-12
CN1CCN(CCNC(=O)Nc2ccc([N+](=O)[O-])cc2)CC1	-13	19	2	-13	-4	-12	-1	3
Cn1c(SCC(=O)N2c3ccccc3Sc3ccc(Cl)cc32)nnc1-c1ccco1	13	4	10	3	-1	-5	2	6
CC(C)(C)n1ncc2c(=O)n(CC(=O)Nc3ccc4c(c3)OCCO4)cnc21	-7	5	1	11	8	-7	-6	10
